# Screens: PubChem BioAssay, several laboratories
# T cell HTS: modulators of CD8 T cell-vesicle binding, primary screen, mouse 2C CD8+ T cells, flow cytometry | 2C CD8+ T cell-vesicle binding; stronger effect = lower value | calls only at 7 µM | 330,000 compounds, 0.068% hits;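 active = response, share of CD8 T cells binding vesicles, and their 90th percentile fluorescence all below set limits, cut at about 80% in these data, passing the limit was not always enough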
#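 incubation = binding step 1.5 h, 37 °C, antibody labelling 20 min, ice | test system = 2C mouse CD8+ T cells | read-out basis = percent CD8+ FL2 mean versus row control | controls = Peptide-free naked vesicles (low) and QL9 vesicles with 0.7% DMSO vehicle (high) | detection = flow cytometry of vesicle-bound cells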
# Yfh1-depleted yeast: enhancers of respiration in Yfh1-depleted yeast, dose response, Friedreich's ataxia, plus single-dose screen (AID 1465). S. cerevisiae Yfh1-off respiration, WST-1 reduction, 72 h; higher fold induction means a stronger effect. fold induction at 50 µM, or EC50 in µM where a hit was titrated. 220,000 compounds, 0.074% hits;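 active = fold induction of absorbance versus untreated yeast above a set limit, then at least 30% activation at any dose in follow-up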;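 note: activators that raise dye reduction in frataxin-depleted yeast; strong numbers were not always called active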
# P. falciparum M1AAP: P. falciparum M1AAP inhibitors, biochemical, fluorogenic H-Leu-NHMec substrate, 1536-well (AID 1445). 220,000 compounds, 0.42% hits. recombinant M1AAP, H-Leu-NHMec fluorogenic kinetic assay; higher % means a stronger effect. inhibition, % at 30 µM; hits with a dose series show IC50 in µM. Aminopeptidase N (Plasmodium falciparum (isolate 3D7));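 active = primary inhibition above the hit cutoff, then over 50% inhibition at one or more dose response concentrations, cut at about 23% in these data, passing the limit was not always enough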;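 note: plate controls were DMSO full reaction for no effect and no enzyme background for full effect; strong numbers were not always called active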
# Dynein transport: inhibitors of GR-EGFP nuclear translocation, primary screen, dynein cargo transport inhibitor project, imaging, high-content, 3617.4 mouse cells; test concentration mostly 20 µM; stimulated with dexamethasone, 1 µM; stronger effect = lower value; z-score, hits read low; 220,000 compounds, 0.47% hits;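 active = plate z-score of nuclear minus cytoplasmic receptor signal below a set negative limit, without overly bright fluorescence or cell loss, cut at about -3.5 in these data, passing the limit was not always enough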;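 note: z-score of nuclear minus cytoplasmic ring GR-EGFP intensity difference per well; some compounds called inactive have numbers as strong as hits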
#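 medium = tetracycline-free induction medium containing charcoal-stripped FBS | probe or stimulus = dexamethasone, 1.0 µM final | timing = 48 h induction, then 1 h compound, then 30 min agonist, 37 °C | detection = automated 10x imaging of fixed Hoechst-stained cells | read-out basis = nuclear versus cytoplasmic GR-EGFP signal, averaged per well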
# P. falciparum M17LAP: P. falciparum M17LAP inhibitors, primary screen, biochemical, fluorogenic H-Leu-NHMec substrate, 1536-well (AID 1619); Leucine aminopeptidase (Plasmodium falciparum (isolate 3D7)); recombinant M17LAP, H-Leu-NHMec fluorogenic kinetic assay; higher % means a stronger effect; inhibition, % at 30 µM, or IC50 in µM where a hit was titrated; 220,000 compounds, 0.38% hits;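 active = compound inhibiting the enzyme by more than half at any dose during confirmatory dose-response retesting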;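 note: plate controls were full reaction with DMSO carrier for no effect and no enzyme background for full effect; strong numbers were not always called active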
# Autophagy mod: autophagy modulators in MEF cells, primary screen, imaging, high-content, MEF GFP-LC3; MEF GFP-LC3 puncta imaging; test concentration mostly 10 µM; calls only at 10 µM (by protocol); 190,000 compounds, 0.98% hits; AID 463193, 2010;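 active = percentage of spot-positive cells more than 3 SD above its plate mean, without a fluorescence outlier flag or 80% toxicity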;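 note: spot-positive cell cutoff set from DMSO-treated cells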
# WT yeast gro inh: growth inhibition of WT strain, primary screen, mitochondrial fusion inhibitor project, WT and mutant strains, chemical genetic; mitochondrial fusion phenotypic screen; inhibition, % at 10 µM; 190,000 compounds, 2.1% hits; in the data active = inhibition above about 58%; tested in S. cerevisiae
# b-catenin transl: modulators of beta-catenin nuclear translocation, primary screen, imaging, HeLa cells, immunofluorescence, high-content | nuclear translocation activity, % at 5 µM | 190,000 compounds, 0.3% hits;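 active = nuclear translocation activity above 50% at 5 µM, with a well cell count of 50 or more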;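 note: per-cell ratio of nuclear to cytoplasmic median beta-catenin stain intensity; plate controls were DMSO negative control for no effect and GSK-3 inhibitor IX positive control for full effect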
#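 Technique: fluorescence imaging of beta-catenin antibody stain plus DAPI / Material: human HeLa cell line / Incubation: compound treatment 24 h, 37°C, 5% CO2 / Read-out basis: % activation of per-cell nuclear versus cytoplasmic median beta-catenin signal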
# MT stabilizer: microtubule stabilizers in HeLa cells, primary screen, imaging, high-content imaging | AID 2205, 2009 | 200,000 compounds, 0.83% hits | HeLa tubulin immunostaining HCS, 24 h; share of cells brighter than vehicle mean+2SD | % tubulin-high responders, % at 10 µM;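 active = plate Z-score above 3 for both tubulin-high and condensed-nucleus cell shares, with cell loss under 80%, at 10 µM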;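 note: anti alpha tubulin signal scored within the nucleus-defined area of each cell; some results filed as inactive read as strong as hits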
# WT yeast gro inh mutant strain: also measured in WT yeast gro inh; calls as there; inhibition, %; mitochondrial fusion phenotypic screen, mutant strain inhibition
# Dynein transport cytoplasmic EGFP: second read-out of Dynein transport, no call of its own (marks repeat the call); z-score; measured here: cytoplasmic GR-EGFP intensity; stronger effect = higher value
# Dynein transport nuclear GR-EGFP: recorded beside Dynein transport, whose call it bears; z-score; measured here: nuclear GR-EGFP intensity;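 lower value marks the stronger effect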
# Dynein transport cell count: also measured in Dynein transport; calls as there; z-score; measured here: cell count per field
# b-catenin transl cell count 5 µM: further read-out of b-catenin transl, marked with its call; cell count; measured here: cell count, cytotoxicity flag
# T cell HTS vesicle-bound %: further read-out of T cell HTS, marked with its call; double positive events, %; measured here: CD8+ vesicle-bound cell fraction;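 binding gate set so that unloaded-vesicle control wells show 10% double positive cells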
# MT stabilizer Hoechst-high %: second read-out of MT stabilizer, no call of its own (marks repeat the call); % Hoechst-high responders; measured here: nuclear condensation Hoechst responders;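 share of cells brighter than vehicle mean plus two SD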
# MT stabilizer cytotoxicity %: recorded beside MT stabilizer, whose call it bears; toxicity, %; measured here: cytotoxicity by cell density;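 0% = mean cell density of plate MIN control wells and 100% = no cells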
# Autophagy mod cell loss 18 h: also measured in Autophagy mod; calls as there; toxicity, %; measured here: cell loss, nuclei count;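 cell loss after 18 h compound exposure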
# * marks the source's active call; other numbers are inactive results; i = inactive; x = no result given. Rows are unselected; overall some 4.4% were active at least once.
# Each structure is followed by: WT yeast gro inh mutant strain, Dynein transport cell count, T cell HTS, Dynein transport nuclear GR-EGFP, Autophagy mod, Autophagy mod cell loss 18 h, Dynein transport, MT stabilizer, MT stabilizer cytotoxicity %, P. falciparum M1AAP, b-catenin transl cell count 5 µM, Yfh1-depleted yeast, MT stabilizer Hoechst-high %, b-catenin transl, Dynein transport cytoplasmic EGFP, P. falciparum M17LAP, T cell HTS vesicle-bound %, WT yeast gro inh
> CCNC(=S)NNc1nc(N2CCOCC2)nc(N2CCOCC2)n1
    -26, -1.3, i, 2, i, -14, 3.3, 4.5, 2.0, -7%, 1152, i, 2.5, -1.4, -0.13, -1%, 11, 12
> CC(=O)OCC(=O)Nc1ccccc1C
    0, -0.41, i, 0.0074, i, 0, 0.64, 1.0, 5.2, 6%, 1054, i, 1.3, 0.2, -0.18, 23%, 4, 9
> COc1ccc(CCCc2nnc(SCC(=O)Nc3ccc(OC)cc3)o2)cc1
    -28, 0.11, i, -0.19, i, 0, -0.4, 1.7, 5.5, 15%, 1140, i, 1.3, 0.0, -0.35, 6%, 28, -10
> CCC(=O)NCCc1nc2ccccc2n1CC
    -15, -0.54, i, 0.14, i, -34, 0.14, 2.7, 4.9, -8%, 1057, i, 3.0, -1.5, -0.15, -6%, 14, -3
> CCN(CC)CCNC(=O)c1ccccc1C(=O)c1ncc[nH]1
    -3, 0.66, i, -0.12, i, -12, -0.21, 1.5, 7.8, 9%, 1030, i, 1.7, 2.3, -0.22, -2%, 36, -10
> Cc1cc(C)n(CCc2nc(-c3cccs3)cs2)n1
    12, -0.12, i, 0.55, i, -1, 0.75, 2.1, 9.7, 2%, 1144, i, 1.7, 0.4, -0.28, -2%, 48, 10
> O=C(O)c1sc2cc(C(F)(F)F)cnc2c1-c1ccccn1
    -9, 0.3, i, -0.47, i, -1, -1.2, 3.3, 2.1, 1%, 1032, i, 1.5, -1.8, 0.038, 0%, 50, 1
> O=C(O)CCC(=O)Nc1ccc(N2CCOCC2)cc1
    17, -0.037, i, -0.064, i, -2, -0.63, 4.5, 5.6, 4%, 879, i, 1.6, -5.4, -0.15, 3%, 24, 22
> COc1ccc(CCNC(=O)COc2ccc(S(=O)(=O)NC(C)C)cc2Cl)cc1OC
    -4, 0.36, i, -0.23, i, -33, -0.13, 2.8, 5.0, 1%, 1058, i, 1.1, -2.8, -0.21, -3%, 36, -12
> O=C(Nc1cccc(OCC(=O)N2CCOCC2)c1)C1CCCCC1
    -22, 0.73, i, 0.31, i, 6, 0.24, 1.9, 3.5, 3%, x, i, 1.5, x, -0.26, 0%, 26, -3
> Cc1ccc(CNC(=O)COC(=O)c2c(C)noc2C)cc1
    9, 0.68, i, 0.63, i, -3, 0.93, 2.5, 9.0, -2%, x, i, 0.9, x, -0.3, -5%, 23, 7
> CCOc1ccc(NC(=O)N2CCC(NC(=O)c3ccco3)CC2)cc1
    -4, 0.054, i, 0.14, i, 6, -0.32, 5.1, 12, 9%, 1428, i, 2.6, 0.6, -0.35, 33%, 8, -4
> CCOC(=O)/C(=C/Nc1ccccc1)[N+](=O)[O-]
    0, -0.79, i, 0.35, i, 1, 0.0018, 2.5, 3.9, 6%, 1326, i, 1.5, 1.9, -0.084, -11%, 30, 13
> COc1cc(OC)cc(-c2nnc(SCc3cccc(C(=O)O)c3)o2)c1
    -36, 0.66, i, -0.58, i, 0, -0.86, 1.9, 4.9, -4%, 1020, i, 1.5, -14, -0.047, 29%, 53, -11
> O=C(O)Cc1ccc2sc(-c3ccccc3)nc2c1
    50, -0.95, i, 0.96, i, -3, 0.86, 1.0, 4.4, 4%, x, i, 2.8, x, -0.23, 42%, 46, 40
> O=C(CN1C(=O)CSC1=O)N1CCc2ccccc2C1
    1, -0.93, i, 0.75, i, -3, 1.4, 1.6, 5.5, -5%, x, i, 1.8, x, -0.22, 4%, 14, -6
> CCNc1nc(NC(C)(C)C)nc(SC(C(C)=O)C(C)=O)n1
    25, 0.97, i, 0.012, i, -3, -0.85, 3.3, 1.3, 2%, x, i, 2.9, x, -0.15, 12%, 25, 23
> O=C(N/C(=C/c1cccnc1)C(=O)N1CCOCC1)c1ccccc1
    5, -0.48, i, 0.92, i, 1, 1.4, 2.1, 8.2, 6%, 1089, i, 2.8, -2.2, -0.24, -2%, 58, -3
> CCN(CC)S(=O)(=O)c1ccc2nc(CCl)[nH]c2c1
    2, 0.9, i, -0.91, i, 19, -1.1, 3.1, 8.6, 5%, 980, i, 2.2, -0.6, 0.0094, -2%, 53, -11
> COc1cccc(-n2nnnc2SCC(=O)c2cc(OC)ccc2OC)c1
    2, -1.2, x, 1.9, i, -51, 1.7, 4.1, 11, 1%, 773, i, 2.8, -1.4, -0.11, -2%, x, -12
> CCS(=O)(=O)N1CCC(C(=O)NCCN2CCOCC2)CC1
    -15, -0.24, i, 1.3, i, 8, 0.48, 3.4, 1.6, 6%, 632, i, 2.7, -2.1, -0.27, 10%, 10, -8
> COc1ccccc1NC(=O)CSc1nnc2ccc(-c3cccnc3)nn12
    2, 0.43, i, -0.2, i, -1, 0.35, 2.5, 5.3, 5%, 1008, i, 1.3, 2.3, -0.33, 30%, 37, -11
> CCOc1ccc(N2C(=O)CN=C2Nc2ccccc2Cl)cc1
    3, 0.97, i, -1, i, 4, -0.75, 3.8, 6.3, 5%, 1365, i, 2.8, 0.7, -0.17, -2%, 59, 1
> CCn1nnc(NC(=O)c2cccnc2)n1
    12, 0.38, i, 1.1, x, x, 1.5, 1.8, 6.0, 14%, 978, i, 1.8, -3.0, -0.27, 4%, 30, -2
> CCOc1ccc(CN2CCNC(=O)C2CC(=O)O)cc1 (stereo unspecified)
    1, 0.23, i, -0.33, i, -2, -0.48, 2.1, 5.5, 1%, 979, i, 2.5, -1.0, -0.22, -7%, 51, -6
> O=C(OCc1ccc2c(c1)OCO2)c1cccc(S(=O)(=O)N2CCCCC2)c1
    35, 0.39, i, -0.24, i, 2, -0.69, 2.1, 5.6, -1%, x, i, 1.6, x, -0.12, 12%, 30, 22
> Cc1cc(C)cc(NC(=S)N(Cc2ccc(Cl)cc2)Cc2ccc(C(=O)O)cc2)c1
    -7, -0.76, i, 0.44, i, -3, 0.15, 1.8, 3.7, -2%, 1115, i, 2.2, 0.1, -0.25, 6%, 33, 12
> O=C1c2ccc3c4c(ccc(c24)C(=O)N1c1cccc(O)c1)C(=O)N(c1cccc(O)c1)C3=O
    x, -1.2, i, 0.61, x, x, -0.076, x, x, 12%, 1223, i, x, 0.2, -0.18, 4%, 42, x
> COC(=O)c1c(-c2ccncc2)csc1NC(=O)c1ccoc1C
    11, -0.17, i, 0.74, i, 22, 1.4, 2.8, 9.5, -1%, 730, i, 2.4, 3.7, -0.096, -12%, 11, 5
> CCOC(=O)N1CCN(C(=O)c2cccc(NC3=NC4CS(=O)(=O)CC4S3)c2)CC1 (stereo unspecified)
    11, -0.26, i, -0.26, i, -8, -0.088, 5.0, 4.2, 4%, 1113, i, 2.7, -1.5, -0.3, -8%, 23, 9
> CCCCNC(=O)CC1Nc2ccccc2NC1=O (stereo unspecified)
    -3, 0.57, i, 0.46, i, 19, 0.25, 2.2, 4.0, 14%, 1062, i, 1.6, 0.2, -0.25, 7%, 41, -12
> CCSc1nc(-c2ccc(OC)cc2)n(-c2nc3ccccc3s2)n1
    1, -0.93, i, -0.32, i, -1, -0.22, 1.8, 7.5, -1%, 1080, i, 2.2, -1.2, -0.21, -4%, 23, 15
> Cc1c(Cl)c([N+](=O)[O-])nn1CC(=O)NCc1cccnc1
    -2, -1.8, i, 2.6, i, -7, 3, 2.7, 11, -2%, 1499, i, 2.1, -0.3, -0.049, 2%, 32, -4
> CCOc1cc(CNn2c(C)nnc2SCC(=O)NC(C)(C)C)ccc1OCC(=O)NC(C)(C)C
    0, 0.28, i, -0.18, i, 8, 0.12, 3.6, 10, 6%, 1566, i, 2.1, 0.4, -0.2, 5%, 61, -20
> Fc1cccc(NC(=S)NCC(c2cccnc2)N2CCOCC2)c1 (stereo unspecified)
    -5, 0.17, i, 0.22, i, 10, 0.43, 3.8, 6.1, -2%, 1145, i, 3.4, 0.5, -0.24, 5%, 43, -2
> CC(C)(C)CN1CCNC(=O)C1CC(=O)NCCc1ccccc1C(F)(F)F (stereo unspecified)
    9, 0.91, i, -0.85, i, 10, -1.5, 3.4, 4.2, 10%, 961, i, 1.3, 3.4, 0.089, 2%, 8, 1
> CC(=O)Nc1ccccc1C(=O)N1CC2(C)CC1CC(C)(C)C2 (stereo unspecified)
    6, 0.78, i, -0.22, i, -6, -0.31, 4.2, 4.6, -8%, 1016, i, 1.8, 2.1, -0.27, -3%, 30, 5
